Bioassay records: PubChem, several laboratories
Yfh1-off respiration = enhancers of respiration in Yfh1-depleted yeast, dose response, Friedreich's ataxia, plus single-dose screen (AID 1465) | S. cerevisiae Yfh1-off respiration, WST-1 reduction, 72 h; higher fold induction means a stronger effect | fold induction at 50 µM; hits with a dose series show EC50 in µM | 220,000 compounds, 0.074% hits;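 active = fold induction of absorbance versus untreated yeast above a set limit, then at least 30% activation at any dose in follow-up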;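 also: activators that raise dye reduction in frataxin-depleted yeast; strong numbers were not always called active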
Dynein transport = inhibitors of GR-EGFP nuclear translocation, primary screen, dynein cargo transport inhibitor project, imaging, high-content, 3617.4 mouse cells; test concentration mostly 20 µM; stimulated with dexamethasone, 1 µM; hits give low values; z-score, hits read low; 220,000 compounds, 0.47% hits; AID 1381, 2008;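 active = plate z-score of nuclear minus cytoplasmic receptor signal below a set negative limit, without overly bright fluorescence or cell loss, cut at about -3.5 in these data, passing the limit was not always enough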;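 also: z-score of nuclear minus cytoplasmic ring GR-EGFP intensity difference per well; some compounds called inactive have numbers as strong as hits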
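Buffer or medium: tetracycline-free induction medium containing charcoal-stripped FBS / Reagent: dexamethasone agonist, 1.0 µM final, for 30 min / Technique: automated 10x imaging of fixed Hoechst-stained cells / Times: induction 48 h, compound 1 h, agonist 30 min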
Autophagy HCS = autophagy modulators in MEF cells, primary screen, imaging, high-content, MEF GFP-LC3; MEF GFP-LC3 puncta imaging; test concentration mostly 10 µM; calls only at 10 µM (by protocol); 190,000 compounds, 0.98% hits;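 active = percentage of spot-positive cells more than 3 SD above its plate mean, without a fluorescence outlier flag or 80% toxicity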;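 also: spot-positive cell cutoff set from DMSO-treated cells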
bCat nuc transl = modulators of beta-catenin nuclear translocation, primary screen, imaging, HeLa cells, immunofluorescence, high-content; nuclear translocation activity, % at 5 µM; AID 1665, 2009; 190,000 compounds, 0.3% hits;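 active = nuclear translocation activity above 50% at 5 µM, with a well cell count of 50 or more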;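 also: per-cell ratio of nuclear to cytoplasmic median beta-catenin stain intensity; plate controls were DMSO negative control for no effect and GSK-3 inhibitor IX positive control for full effect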
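assay system = human HeLa cells, endogenous beta-catenin | times = compound treatment 24 h, 37°C, 5% CO2 | detection = Anti-beta-catenin immunofluorescence on PFA-fixed, Triton-permeabilized cells, DAPI nuclei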
MT stabilizer = microtubule stabilizers in HeLa cells, primary screen, imaging, high-content imaging. HeLa tubulin immunostaining HCS, 24 h; share of cells brighter than vehicle mean+2SD. % tubulin-high responders, % at 10 µM. 200,000 compounds, 0.83% hits;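 active = plate Z-score above 3 for both tubulin-high and condensed-nucleus cell shares, with cell loss under 80%, at 10 µM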;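 also: anti alpha tubulin signal scored within the nucleus-defined area of each cell; some results filed as inactive read as strong as hits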
Insulin prom up = insulin promoter activators in MIN6 cells, imaging, high-content screening, mouse beta cells. MIN6 insulin promoter-GFP reporter; hits give high values. z-score at 5 µM. 190,000 compounds, 0.3% hits;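 active = z-score above 3 at 5 µM with at least 500 cells counted in the well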
HEK293 NOD2/NF-kB = NOD2 signaling inhibitors, cell-based, luminescence, uHTS, HEK293 (AID 1566); 290,000 compounds, 0.63% hits; one-dose inhibition, % at 4 µM; EC50 in µM for titrated hits; HEK293 NOD2/NF-kB luciferase reporter, luminescence; higher % means a stronger effect; in the data active = inhibition above about 50%; also: many of its hits are not listed in these tables
NOD1 NF-kB reporter = NOD1 signaling inhibitors, primary screen, cell-based, luminescence, uHTS (AID 1578); 290,000 compounds, 1% hits; inhibition, % at 4 µM; hits with a dose series show EC50 in µM; NOD1-driven NF-kB luciferase reporter cells, luminescence; higher % means a stronger effect; in the data active = inhibition mostly above about 36%, no sharp cut-off; inactive = mostly below about 34%;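 also: HEK-293T reporter cells stimulated with the NOD1 agonist gamma-tri-DAP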
M17LAP inhibition = P. falciparum M17LAP inhibitors, primary screen, biochemical, fluorogenic H-Leu-NHMec substrate, 1536-well (AID 1619). recombinant M17LAP, H-Leu-NHMec fluorogenic kinetic assay; higher % means a stronger effect. 220,000 compounds, 0.38% hits. inhibition, % at 30 µM; hits with a dose series show IC50 in µM. Leucine aminopeptidase (Plasmodium falciparum (isolate 3D7));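 active = compound inhibiting the enzyme by more than half at any dose during confirmatory dose-response retesting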;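 also: plate controls were full reaction with DMSO carrier for no effect and no enzyme background for full effect; strong numbers were not always called active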
Dynein transport cytoplasmic EGFP = also measured in Dynein transport; calls as there; z-score; measured here: cytoplasmic GR-EGFP intensity; hits give high values
Dynein transport nuclear GR-EGFP = recorded beside Dynein transport, whose call it bears; z-score; measured here: nuclear GR-EGFP intensity;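 lower value marks the stronger effect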
Dynein transport cell count = further read-out of Dynein transport, marked with its call; z-score; measured here: cell count per field
Insulin prom up cell count = second read-out of Insulin prom up, no call of its own (marks repeat the call); cell count; measured here: cytotoxicity, nuclei count;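 total cells summed across four imaged fields per well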
bCat nuc transl cell count 5 µM = further read-out of bCat nuc transl, marked with its call; cell count; measured here: cell count, cytotoxicity flag
MT stabilizer Hoechst-high % = also measured in MT stabilizer; calls as there; % Hoechst-high responders; measured here: nuclear condensation Hoechst responders;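 share of cells brighter than vehicle mean plus two SD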
MT stabilizer cytotoxicity % = further read-out of MT stabilizer, marked with its call; toxicity, %; measured here: cytotoxicity by cell density;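 0% = mean cell density of plate MIN control wells and 100% = no cells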
Autophagy HCS cell loss 18 h = also measured in Autophagy HCS; calls as there; toxicity, %; measured here: cell loss, nuclei count;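 cell loss after 18 h compound exposure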
* = called active by the depositor; i = inactive; x = not tested or not shown.

SMILES	Yfh1-off respiration	Dynein transport	Dynein transport cytoplasmic EGFP	Dynein transport nuclear GR-EGFP	Dynein transport cell count	Autophagy HCS	Autophagy HCS cell loss 18 h	bCat nuc transl	bCat nuc transl cell count 5 µM	MT stabilizer	MT stabilizer Hoechst-high %	MT stabilizer cytotoxicity %	Insulin prom up	Insulin prom up cell count	HEK293 NOD2/NF-kB	NOD1 NF-kB reporter	M17LAP inhibition
CCCCOc1ccc(-c2nnn(C(C)(C)C(=O)OC)n2)cc1	i	-1	-0.15	-1.1	-0.24	i	-5	-0.6	1113	1.8	1.9	6.6	-0.93	1908	-6%	-29%	-1%
Cc1cc(=O)nc2c3ccccc3n(C(C)C(=O)NCCC(C)C)n12 (stereo not given)	i	0.24	-0.21	0.31	-0.29	x	x	0.0	1358	x	x	x	-0.95	1033	19%	3%	-3%
Cn1cnnc1SCC(=O)c1cccc([N+](=O)[O-])c1	i	-0.3	-0.28	0.46	0.48	i	-8	-3.7	546	3.6	2.6	6.9	0.37	1272	19%	-26%	8%
COC(=O)/C=C1\NCCSC1=O	i	1.2	-0.13	0.94	-1.5	i	5	-3.2	1184	4.7	2.7	6.3	-0.16	1227	3%	-7%	46%
O=C(O)c1[nH]c2ccc(Cl)cc2c1CCN1C(=O)c2ccccc2C1=O	i	-0.5	-0.2	-0.28	0.63	x	x	0.1	1309	x	x	x	-0.75	1394	8%	4%	15%
CC(C)(CO)NCc1cccs1	i	-0.69	-0.3	-0.2	0.6	i	-16	-0.5	935	3.3	1.6	5.0	1.4	1450	-6%	-19%	x
CC(=O)Nc1cccc(CNCc2cccc(NC(C)=O)c2)c1	i	-0.43	0.34	-0.12	-0.65	i	-3	0.2	1159	2.9	2.8	15	-0.03	1273	16%	3%	9%
CCNc1nc(SCC(=O)OC)nc(N2CCOCC2)n1	i	-0.56	0.011	0.22	0.53	i	-4	x	x	2.7	2.1	2.3	x	x	14%	-33%	-12%
Nc1ccc(C(=O)c2cccs2)cn1	i	1.3	-0.27	0.19	-1	x	x	0.5	1169	x	x	x	0.26	1378	15%	-7%	5%
Cc1ccc(NC(=O)/C=C\C(=O)NCC(=O)O)cc1C	i	-1.1	-0.27	-0.57	0.98	i	-16	-2.0	512	1.2	3.1	8.2	0.01	1177	3%	-29%	4%
Cc1ccc(CNC(=O)COc2ccc(C)nc2[N+](=O)[O-])cc1	i	0.59	-0.24	0.22	-0.82	i	6	-2.0	570	2.9	2.2	3.0	0.18	1481	3%	-16%	21%
COc1cc(/C=C/C(=O)O)cc(S(=O)(=O)Nc2cccc(S(=O)(=O)N3CCOCC3)c2)c1OC	i	-0.1	-0.8	-0.26	-0.14	x	x	0.1	1350	x	x	x	-0.26	967	1%	5%	x
Cc1ccc(S(=O)(=O)Oc2cccc(/C=N/n3cnnc3)c2)cc1	i	-0.51	-0.21	-0.21	-0.028	i	-6	-1.6	968	4.0	3.5	0.5	0.19	1222	12%	6%	3%
CN(C)c1ccc(NC(=O)CN2CCC(N3CCCCC3)CC2)cc1	i	0.11	0.4	0.52	0.075	i	35	-4.1	1171	2.3	2.2	9.7	0.61	749	-13%	-17%	10%
Oc1ccc(CNc2ccccc2O)cc1	i	0.071	0.24	-0.032	-0.082	i	-3	1.9	908	1.3	1.5	8.1	x	x	2%	18%	20%
CCC(=O)N1CCCc2cc(S(=O)(=O)N3CCCc4ccccc43)ccc21	i	-1	-0.25	-0.21	-0.79	i	9	x	x	1.9	1.7	3.8	-0.74	1359	-3%	2%	3%
Cc1cc(C)n(Cc2ccc(Cl)c(Cl)c2)c(=O)c1S(=O)(=O)c1ccccc1	x	-0.43	-0.17	-0.4	-1.2	i	-26	-1.4	1060	2.4	2.2	4.5	0	1850	3%	5%	-6%
CCOc1ccc(Nc2nc(Cl)nc(N3CCN(c4ccc(OC)cc4)CC3)n2)cc1	i	-0.18	-0.28	-0.44	0.73	i	2	-2.1	518	2.8	2.7	8.7	-0.48	1122	16%	-21%	18%
CN(CCCNC(=O)c1cccn2c(=O)c3ccccc3nc12)Cc1ccccc1	i	-0.0086	-0.22	0.55	1.1	i	21	-3.5	1418	4.6	2.9	6.2	-1.2	1204	4%	-3%	-14%
CCOC(=O)Cc1csc(NS(=O)(=O)c2ccc(OC)cc2)n1	i	-0.86	-0.37	-0.87	1.4	i	-8	1.0	1357	4.1	1.7	8.1	-0.11	1392	-4%	-21%	31%

4 of the compounds above, in markdown:
| SMILES | Yfh1-off respiration | Dynein transport | Dynein transport cytoplasmic EGFP | Dynein transport nuclear GR-EGFP | Dynein transport cell count | Autophagy HCS | Autophagy HCS cell loss 18 h | bCat nuc transl | bCat nuc transl cell count 5 µM | MT stabilizer | MT stabilizer Hoechst-high % | MT stabilizer cytotoxicity % | Insulin prom up | Insulin prom up cell count | HEK293 NOD2/NF-kB | NOD1 NF-kB reporter | M17LAP inhibition |
| --- | --- | --- | --- | --- | --- | --- | --- | --- | --- | --- | --- | --- | --- | --- | --- | --- | --- |
| Cc1cc(=O)nc2c3ccccc3n(C(C)C(=O)NCCC(C)C)n12 (stereo not given) | i | 0.24 | -0.21 | 0.31 | -0.29 | x | x | 0.0 | 1358 | x | x | x | -0.95 | 1033 | 19% | 3% | -3% |
| Cc1ccc(CNC(=O)COc2ccc(C)nc2[N+](=O)[O-])cc1 | i | 0.59 | -0.24 | 0.22 | -0.82 | i | 6 | -2.0 | 570 | 2.9 | 2.2 | 3.0 | 0.18 | 1481 | 3% | -16% | 21% |
| CN(C)c1ccc(NC(=O)CN2CCC(N3CCCCC3)CC2)cc1 | i | 0.11 | 0.4 | 0.52 | 0.075 | i | 35 | -4.1 | 1171 | 2.3 | 2.2 | 9.7 | 0.61 | 749 | -13% | -17% | 10% |
| CCOc1ccc(Nc2nc(Cl)nc(N3CCN(c4ccc(OC)cc4)CC3)n2)cc1 | i | -0.18 | -0.28 | -0.44 | 0.73 | i | 2 | -2.1 | 518 | 2.8 | 2.7 | 8.7 | -0.48 | 1122 | 16% | -21% | 18% |

The list continues:
SMILES	Yfh1-off respiration	Dynein transport	Dynein transport cytoplasmic EGFP	Dynein transport nuclear GR-EGFP	Dynein transport cell count	Autophagy HCS	Autophagy HCS cell loss 18 h	bCat nuc transl	bCat nuc transl cell count 5 µM	MT stabilizer	MT stabilizer Hoechst-high %	MT stabilizer cytotoxicity %	Insulin prom up	Insulin prom up cell count	HEK293 NOD2/NF-kB	NOD1 NF-kB reporter	M17LAP inhibition
COc1cccc(NC(=O)c2ccc(S(=O)(=O)N(C)C)cc2)c1	i	1.7	-0.21	0.78	0.092	i	-2	-0.1	1034	3.0	1.4	1.8	-0.43	1159	9%	-24%	23%
COc1ccc(Cn2c(-c3ccc(Br)cc3)c[n+]3ccccc23)cc1	i	-0.57	-0.14	-0.32	0.24	i	3	-0.4	1088	1.5	1.0	1.3	-2.2	634	-47%	-35%	7%
CCOc1ccc(/C(O)=C2/C(=O)C(=O)N(CC3CCCO3)C2c2ccco2)cc1 (stereo not given)	i	-0.91	-0.27	-0.24	-0.063	i	1	-0.5	1198	1.6	1.9	22	x	x	5%	-27%	23%
COC(=O)c1ccc2ncccc2c1	i	-0.95	-0.25	-0.61	0.63	i	6	x	x	2.5	2.0	5.3	-0.18	1289	-2%	2%	7%
Cc1cccc(NC(=O)c2c(C)nn(-c3ccccc3)c2Cl)c1	i	-0.35	-0.23	-0.11	0.75	i	-6	-0.5	1542	1.2	1.0	3.6	-0.2	1410	-32%	-46%	1%
Cc1cc(F)ccc1S(=O)(=O)N(C(=O)c1ccncc1)c1ccc(OC(=O)c2ccncc2)cc1	i	0.029	-0.15	0.69	-1	i	-19	-4.3	1117	3.4	2.1	7.4	-1.4	1647	-10%	-37%	21%
CC(=O)c1cccc(NC(=O)NC(C)C2CCCO2)c1 (stereo not given)	i	-0.76	0.18	0.095	0.6	i	3	x	x	1.6	1.8	29	x	x	0%	0%	-2%
COc1cc(C(=O)N2CCN(Cc3ccccc3C(F)(F)F)CC2)cc(OC)c1OC	x	0.0029	-0.26	0.16	0.14	i	7	-0.6	826	3.9	1.0	1.6	-0.16	1060	5%	13%	-4%
O=C(N/N=C/CCc1ccccc1)C1CCCCC1	i	-1	-0.15	-0.5	0.2	i	-2	-0.1	549	5.1	3.0	3.1	0.37	1273	-7%	42%	-5%
CC(NC(=O)NC1CCCCC1)c1ccc2c(c1)OCO2 (stereo not given)	i	0.4	-0.19	0.22	-0.095	i	-22	-0.7	1523	2.2	1.7	4.9	0.56	1418	-4%	-14%	0%
CC(C)(C)n1nnnc1C(c1ccncc1)N1CCN(C2CCCCC2)CC1 (stereo not given)	i	-0.98	-0.17	-0.51	1.4	i	-2	-3.4	885	1.9	4.6	9.4	0.21	1223	6%	-1%	1%
COc1ccc(NC(=O)NC2CC3CCCC(C2)N3Cc2ccccc2)cc1 (stereo not given)	i	0.25	-0.21	-0.82	0.15	i	-3	1.8	1344	2.6	1.8	4.3	-0.23	1539	15%	17%	9%
O=c1c2[nH]c3ccccc3c2ncn1CCCn1ccnc1	i	-0.89	-0.25	-0.59	0.14	i	-11	-1.2	1066	1.8	1.8	18	-0.01	1860	8%	-36%	-4%

An excerpt; rates above refer to the full screens.
